ROMK primary: modulators of human ROMK potassium channel; AID 1918; 130,000 compounds, 2% hits; B-score at 10 µM; P48048; Tet-inducible ROMK, thallium flux fluorescence; actives lie on both sides;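 active means signal ratio slope over the read window, or its plate-corrected B-score, at least 3 SD from the plate mean, either direction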;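 further: B-score of the F/F0 ratio slope over 7 to 12 s after thallium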
Target sequence (P48048 whole entry, looked up): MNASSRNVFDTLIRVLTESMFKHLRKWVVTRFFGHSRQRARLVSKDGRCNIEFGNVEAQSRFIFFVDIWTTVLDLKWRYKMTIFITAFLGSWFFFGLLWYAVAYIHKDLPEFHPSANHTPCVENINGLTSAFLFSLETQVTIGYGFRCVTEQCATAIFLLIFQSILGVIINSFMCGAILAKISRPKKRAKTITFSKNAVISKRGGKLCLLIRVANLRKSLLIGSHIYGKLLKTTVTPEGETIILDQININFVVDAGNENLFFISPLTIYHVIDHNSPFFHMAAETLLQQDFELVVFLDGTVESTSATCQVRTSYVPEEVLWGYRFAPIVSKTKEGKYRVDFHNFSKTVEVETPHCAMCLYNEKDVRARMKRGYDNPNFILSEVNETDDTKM
S1P3 antagonist: S1P3 (human) receptor antagonism. CHO S1P3 NFAT-BLA reporter, FRET fluorescence, antagonist mode. inhibition, % at 4.98 µM. 170,000 compounds, 0.27% hits;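 active means inhibition above the plate cutoff, the mean inhibition of test wells on that plate plus 3 SD, cut at about 28% in these data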;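 further: cells challenged with S1P at its EC80 of 0.8 µM; blue over green emission ratio from cleaved BLA substrate after 4 h stimulation; 0% = S1P-stimulated wells and 100% = unstimulated DMSO-only wells; some compounds past the cut are filed as inactive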
Target sequence (Q99500 whole entry, looked up): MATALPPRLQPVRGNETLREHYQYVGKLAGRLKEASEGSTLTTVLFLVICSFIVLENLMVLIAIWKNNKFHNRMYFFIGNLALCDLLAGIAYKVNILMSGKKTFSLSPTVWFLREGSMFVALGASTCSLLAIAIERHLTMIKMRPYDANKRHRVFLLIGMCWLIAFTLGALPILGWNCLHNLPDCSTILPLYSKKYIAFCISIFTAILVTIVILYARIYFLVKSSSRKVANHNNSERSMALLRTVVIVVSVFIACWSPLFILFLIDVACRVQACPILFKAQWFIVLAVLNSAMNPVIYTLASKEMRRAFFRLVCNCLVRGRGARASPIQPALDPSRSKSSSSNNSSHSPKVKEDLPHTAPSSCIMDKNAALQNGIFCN
Numbers without * were called inactive; & = joins results of further samples. An excerpt (hit frequency here may not be typical).

Start of the data: the first 5 entries, to show the layout:
CC(=O)Nc1ccc(S(=O)(=O)Nc2nc3ccccc3nc2-n2ccc(=NC(=O)c3ccccc3)cc2)cc1 was read as ROMK primary -1.9 and S1P3 antagonist -13.
`O=C(c1[nH]ncc1-c1ccccc1)C1CO1` (configuration not stated) gave ROMK primary 0.44 and S1P3 antagonist -13.
For CCC(C)NC(=O)C1=CCN(S(=O)(=O)c2ccc(C)cc2)CC1 (configuration not stated) the results were ROMK primary 0.53 and S1P3 antagonist 13.
`O=C(NC(=S)Nc1ccc(CN2CCCCC2)cc1)c1cc2ccccc2o1` gave ROMK primary -0.0042 and S1P3 antagonist 5.
For CC1(C)c2cc(Cl)ccc2-n2c1cc(O)c(-c1ccccc1)c2=O the results were ROMK primary -1.1 and S1P3 antagonist 1.

The listing, from the first entry:
CC(=O)Nc1ccc(S(=O)(=O)Nc2nc3ccccc3nc2-n2ccc(=NC(=O)c3ccccc3)cc2)cc1 was read as ROMK primary -1.9 and S1P3 antagonist -13.
`O=C(c1[nH]ncc1-c1ccccc1)C1CO1` (configuration not stated) gave ROMK primary 0.44 and S1P3 antagonist -13.
For CCC(C)NC(=O)C1=CCN(S(=O)(=O)c2ccc(C)cc2)CC1 (configuration not stated) the results were ROMK primary 0.53 and S1P3 antagonist 13.
`O=C(NC(=S)Nc1ccc(CN2CCCCC2)cc1)c1cc2ccccc2o1` gave ROMK primary -0.0042 and S1P3 antagonist 5.
For CC1(C)c2cc(Cl)ccc2-n2c1cc(O)c(-c1ccccc1)c2=O the results were ROMK primary -1.1 and S1P3 antagonist 1.
`Cc1ccc2nc(C)c3c(c2c1)N(c1ccc(F)cc1)CC3` gave ROMK primary -0.03 and S1P3 antagonist 4.
`COc1ccc(C(=O)NCCn2cc(SCC(N)=O)c3ccccc32)cc1` gave ROMK primary -0.19 and S1P3 antagonist 6.
CCCCNC(=O)c1cc2cc(CC)ccc2[nH]1 was read as ROMK primary 0.52 and S1P3 antagonist 10.
`Cc1nn(C)c(C(=O)Sc2ccccc2)c1[N+](=O)[O-]` gave ROMK primary -1.9 and S1P3 antagonist 0.
Screening CCOc1ccccc1NC(=O)C1CCC(CNc2c(N3CCCCC3)c(=O)c2=O)CC1 (configuration not stated) returned ROMK primary 0.38 and S1P3 antagonist 0.
Screening O=S(=O)(NCc1c(Cl)cccc1Oc1ccccc1)c1ccc(F)cc1 returned ROMK primary -1.2 and S1P3 antagonist -8.
NS(=O)(=O)c1ccc(NC(=O)c2ccc(S(=O)(=O)N3CCOCC3)o2)cc1 was read as ROMK primary -0.48 and S1P3 antagonist -4.
O=C(O)CCC(=O)N1N=C(c2ccccc2)CC1c1cccs1 (configuration not stated) was read as ROMK primary 0.92 and S1P3 antagonist -4.
Screening O=C(N/N=C/c1ccc([N+](=O)[O-])cc1)c1cc(-c2ccc3c(c2)OCO3)n[nH]1 returned ROMK primary 1.6 and S1P3 antagonist 2.
For CC(C)CCNC(=O)c1ccc2c(SCC(=O)O)c3c(nc2c1)CCC3 the results were ROMK primary 0.15 and S1P3 antagonist 2.
O=C1OCc2ccc(NC(=O)c3sccc3Cl)cc21 was read as ROMK primary -0.024 and S1P3 antagonist -32.
CCc1nnc(NS(=O)(=O)c2ccc(NC(=S)NC(=O)/C=C/c3ccc([N+](=O)[O-])cc3)cc2)s1 was read as ROMK primary 1.3 and S1P3 antagonist -1.
Screening CC(=O)NC(N(C#N)c1nc(Cl)nc(N(C)C)n1)C(Cl)(Cl)Cl (configuration not stated) returned ROMK primary -0.46 and S1P3 antagonist -2.
Screening O=C(N/N=C/c1cc(Cl)cc([N+](=O)[O-])c1O)c1ccccc1NS(=O)(=O)c1cccs1 returned ROMK primary -0.46 and S1P3 antagonist -18.
Screening O=C(N/N=C/c1sc(=O)[nH]c1-[n+]1ccccc1)c1ccccc1[O-] returned ROMK primary 0.012 and S1P3 antagonist -28.
Screening Cc1cc(C)n(-c2cc(C(C)(C)C)nc3c(-c4ccccc4)cnn23)n1 returned ROMK primary 0.51 and S1P3 antagonist -11.
Screening Clc1ccccc1/C=C/c1nc(-c2ccccn2)no1 returned ROMK primary -0.32 and S1P3 antagonist -8.
`CC(C)CCN1NC2(CCCC(C)C2)NC1=S` (configuration not stated) gave ROMK primary -0.045 and S1P3 antagonist 10.
`O=[N+]([O-])/C(C(Cl)=C(Cl)Cl)=C1\Nc2ccccc2O1` gave ROMK primary 1.6 and S1P3 antagonist -18.
Screening NC(=O)C1CCN(C(=O)c2ccc3nc(N4CCCCC4)sc3c2)CC1 returned ROMK primary -0.17 and S1P3 antagonist 13.
`CCCCN(CCCC)C(=O)c1sc2nc(N3CCOCC3)c3c(c2c1N)CCCC3` gave ROMK primary -0.26 and S1P3 antagonist 4.
`Cc1csc(NC(=O)COCC(=O)O)c1-c1nc2ccccc2s1` gave ROMK primary -2.3 and S1P3 antagonist 9.
`CC(=O)/C(C#N)=C1\NC(=O)C(Cc2ccccc2C)S1` (configuration not stated) gave ROMK primary 0.058 and S1P3 antagonist -4.
O=C1CCCC2=C1Sc1ccccc1N2 was read as ROMK primary 0.053 and S1P3 antagonist -5.
`O=C(CSc1nncc2ccccc12)Nc1cccc(C(=O)O)c1` gave ROMK primary -0.36 and S1P3 antagonist 2.
For CC(=O)c1ccc(Sc2ccccn2)c([N+](=O)[O-])c1 the results were ROMK primary 0.057 and S1P3 antagonist 4.
`CCOC(=O)C1=C(c2ccccc2)NC(N)=NC1c1ccc(OCc2ccc(Cl)cc2)c(OC)c1` (configuration not stated) gave ROMK primary 0.63 and S1P3 antagonist -7.
O=C1CC(C(=O)Nc2ccc(Cl)cc2)S/C(=N\N=C\c2ccco2)N1 (configuration not stated) was read as ROMK primary -0.036 and S1P3 antagonist 9.
Screening CCOc1ccc(-n2c(-c3ccco3)nc3c(cnn3-c3ccc(C)cc3)c2=O)cc1 returned ROMK primary 0.22 and S1P3 antagonist 3.
For Cc1ccc(S(=O)(=O)NN2C(=O)/C(=C/c3cccs3)SC2=S)cc1 the results were ROMK primary 0.45 and S1P3 antagonist 1.
Cc1cc(C(=O)Cn2nc(C(=O)O)c3ccccc3c2=O)c(C)n1-c1cccc(C(F)(F)F)c1 was read as ROMK primary 2.4 and S1P3 antagonist 17.
`Cc1nnsc1C(=O)N/N=C/c1ccccc1Cl` gave ROMK primary 0.05 and S1P3 antagonist -1.
Screening [N-]=[N+]=CC(=O)C(c1ccccc1)(c1ccccc1)c1ccccc1 returned ROMK primary -0.021 and S1P3 antagonist 10.
Screening CC(=O)c1ccc2c(c1)OCCOCCOCCOCCOCCO2 returned ROMK primary -0.25 and S1P3 antagonist -2.
Screening N#Cc1ccc(-c2csc(-c3ccno3)n2)cc1 returned ROMK primary 0.015 and S1P3 antagonist -12.
C=CCc1c(O)c(CC)cc2c(C)cc(=O)oc12 was read as ROMK primary 0.38 and S1P3 antagonist -2.
For O=C(C1=NN[C@@H]2C(=O)N(Cc3ccccc3)C(=O)[C@H]12)c1ccc([N+](=O)[O-])cc1 the results were ROMK primary 1 and S1P3 antagonist -1.
Screening CC1(C)Cc2nc3sc4c(NCCO)ncnc4c3cc2CS1 returned ROMK primary 0.55 and S1P3 antagonist -4.
`Cn1nc(C(F)(F)F)c(-c2ccc(Br)cc2)c1NC(=O)C1CCC1C(=O)O` (configuration not stated) gave ROMK primary -0.00015 and S1P3 antagonist 5.
`COc1ccc(CCNC(=O)c2ccc(N(C)S(=O)(=O)c3ccccc3)cc2)cc1` gave ROMK primary -0.53 and S1P3 antagonist -6.
`O=C1c2nc3cc(-c4ccccc4)[nH]n3c(=O)c2CN1Cc1ccccc1` gave ROMK primary -1.6 and S1P3 antagonist 2.
Screening O=S(=O)(c1ccc(F)cc1)N1CCCN(c2nccc(C(F)(F)F)n2)CC1 returned ROMK primary 0.23 and S1P3 antagonist 21.
For COc1cc(C(=O)c2cocc2C(=O)c2ccc3c(c2)OCO3)cc(OC)c1OC the results were ROMK primary 2 and S1P3 antagonist -5.

Overlap with the part before: 2 compounds, followed by the next part.
Screening O=S(=O)(c1ccc(F)cc1)N1CCCN(c2nccc(C(F)(F)F)n2)CC1 returned ROMK primary 0.23 and S1P3 antagonist 21.
For COc1cc(C(=O)c2cocc2C(=O)c2ccc3c(c2)OCO3)cc(OC)c1OC the results were ROMK primary 2 and S1P3 antagonist -5.
COc1cc(C2=Nc3ccc(Br)cc3C(c3ccccc3)N2CC(=O)NN)cc(OC)c1OC (configuration not stated) was read as ROMK primary 0.8 and S1P3 antagonist -11.
For Cn1c(=O)c2c(nc(Oc3ccc4c(c3)OCO4)n2Cc2ccc(Br)cc2)n(C)c1=O the results were ROMK primary 0.35&0.91 and S1P3 antagonist 0.
`Cc1cc(=O)[nH]c(-c2ccc(Cl)cc2)n1` gave ROMK primary -0.58 and S1P3 antagonist -18.
Cc1ccc2c(c1)C(=C(C#N)C#N)C(=O)N2CCN1CCCCC1 was read as ROMK primary -0.63 and S1P3 antagonist -10.
CCCCn1c(=O)[nH]c2nc3cc(NC(C)=O)ccc3nc2c1=O was read as ROMK primary 1.1 and S1P3 antagonist -14.
`O=C(CC1C(=O)NCCN1C(=O)Nc1ccc(F)cc1F)Nc1cc(Cl)ccc1Cl` (configuration not stated) gave ROMK primary 0.02 and S1P3 antagonist -8.
For Cc1nc(C(=O)NNC(=O)c2ccc(Cl)cc2)c(C(F)(F)F)o1 the results were ROMK primary -1.1 and S1P3 antagonist -17.
`COc1cc2nc(NC(=O)c3ccco3)sc(=O)c2cc1OC` gave ROMK primary 0.51 and S1P3 antagonist 5.
O=c1c2c3c(sc2[nH]c(=S)n1Cc1ccco1)CCC3 was read as ROMK primary -5.5* and S1P3 antagonist -7.
`COc1cc(/C=C2\SC(=S)N(NC(=O)c3ccncc3)C2=O)ccc1O` gave ROMK primary -2.1 and S1P3 antagonist 5.
`CC(C)Nc1nc2cccnc2s1` gave ROMK primary 0.49 and S1P3 antagonist -4.
COc1ccc(/C=N/n2c(-c3cc(C)[nH]n3)n[nH]c2=S)cc1OC was read as ROMK primary 0.52 and S1P3 antagonist -21.
For CC(C)(C)c1csc(NNC(=O)c2ccc(Cl)cc2)n1 the results were ROMK primary 0.29 and S1P3 antagonist -1.
Screening CCOc1ccc(N(CC(=O)Nc2ccc(C)cc2)S(=O)(=O)c2c(C)[nH]c(=O)[nH]c2=O)cc1 returned ROMK primary 0.043 and S1P3 antagonist 5.
Screening Cc1cccc(NC(=O)C(=O)C2C(=O)Nc3ccccc32)c1 (configuration not stated) returned ROMK primary -0.77 and S1P3 antagonist -16.
CCCc1nnc(NC(=O)c2cccnc2)s1 was read as ROMK primary 0.15 and S1P3 antagonist 2.
For Cc1nn(-c2ccccc2)c(Cl)c1/C=N/NC(N)=O the results were ROMK primary 0.48 and S1P3 antagonist -3.
Cc1ccc(-c2c[n+]3c(n2-c2ccccc2)CCC3)cc1 was read as ROMK primary 0.4 and S1P3 antagonist -3.
`C/C(=N\NC(=O)c1ccc(N2CCCC2=O)cc1)c1ccncc1` gave ROMK primary -0.024 and S1P3 antagonist -6.
For CNC(=O)CCN(Cc1ccco1)S(=O)(=O)c1ccc(OC)c(OC)c1 the results were ROMK primary 0 and S1P3 antagonist -1.
`Clc1nc2nc3n(c2nc1Cl)CCC3` gave ROMK primary 0.9 and S1P3 antagonist 1.
`Cn1c(=O)[nH]c(=O)c2c1nc(N/N=C/C(Br)=C/c1ccccc1)n2CCO` gave ROMK primary -0.56 and S1P3 antagonist 4.
Screening CNc1nc(N)c([N+](=O)[O-])c(Nc2cccc(F)c2)n1 returned ROMK primary 0.1 and S1P3 antagonist -3.
Screening O=c1oc2ccccc2c(Nc2ccccc2)c1CN1CCCCC1 returned ROMK primary 0.022 and S1P3 antagonist 3.

Part of the list above in order of molar mass, descending:
Screening CCOc1ccc(N(CC(=O)Nc2ccc(C)cc2)S(=O)(=O)c2c(C)[nH]c(=O)[nH]c2=O)cc1 returned ROMK primary 0.043 and S1P3 antagonist 5.
Cc1ccc(-c2c[n+]3c(n2-c2ccccc2)CCC3)cc1 was read as ROMK primary 0.4 and S1P3 antagonist -3.
CCCc1nnc(NC(=O)c2cccnc2)s1 was read as ROMK primary 0.15 and S1P3 antagonist 2.

The results go on:
For Cc1c(OC(C(=O)O)c2ccccc2)ccc2c(-c3ccccc3)cc(=O)oc12 (configuration not stated) the results were ROMK primary 1.6 and S1P3 antagonist 4.
Screening O=C(N/N=C\c1ccc[nH]1)C1COc2ccccc2O1 (configuration not stated) returned ROMK primary -0.33 and S1P3 antagonist 6.
`CCCNC(=O)Cn1c(=O)n(C)c2ccccc21` gave ROMK primary 0.37 and S1P3 antagonist -12.
`COc1c(Br)cc([N+](=O)[O-])c(OC)c1C(=O)NC(=O)Nc1cc(Cl)cc(Cl)c1` gave ROMK primary -0.21 and S1P3 antagonist -14.
COc1ccc(CNC(=O)Cn2nnc3ccccc3c2=O)cc1 was read as ROMK primary -0.16 and S1P3 antagonist -6.
CCOC(=O)c1cn2nc(N3CCCC3)ccc2n1 was read as ROMK primary 0.27 and S1P3 antagonist -17.
CSc1nc(SCC(=O)NCC2CCCO2)c2c3c(sc2n1)CN(C)CC3 (configuration not stated) was read as ROMK primary -0.33 and S1P3 antagonist 2.
Cc1ccc(CN2C(=NC(=O)CCC(=O)O)SC3CS(=O)(=O)CC32)cc1 (configuration not stated) was read as ROMK primary 0.7 and S1P3 antagonist 7.
Fc1ccc(NC(=S)N2CCc3[nH]c4ccccc4c3C2)cc1 was read as ROMK primary -0.24 and S1P3 antagonist -1.
`O=C(NCc1ccccn1)c1cc(-c2ccc(Cl)cc2)oc1C(F)(F)F` gave ROMK primary -0.88 and S1P3 antagonist 5.
Screening CCOC(=O)/C=C/C(=O)N1CCN(C(=O)/C=C/C(=O)OCC)CC1 returned ROMK primary 0.67 and S1P3 antagonist 4.
